High-throughput results as filed in PubChem.
CHX counter = counter-screen for Shiga toxin inhibitors: cycloheximide protein synthesis inhibition; cell reporter, cycloheximide protein synthesis inhibition counterscreen; max response, %; hit rate 12% among 300,000; in the data active means max response mostly above about 13%, no sharp cut-off; inactive means mostly below about 14%; further: read at 38.3 µM for the half of the compounds with a filed dose; 0% is about no effect
Shiga inhibitor = inhibitors of Shiga toxin in Vero cells; Vero cells, Shiga toxin protein synthesis inhibition reporter; inhibition, % at 38.7 µM; hit rate 9.2% among 290,000; in the data active means inhibition mostly above about 28%, no sharp cut-off; inactive means mostly below about 43%; further: 0% is about no effect
AmpC inh detg = blocks E. coli AmpC beta-lactamase in detergent assay | AmpC hydrolysis of nitrocefin, absorbance 480 nm, 0.01% Triton | P00811 | Potency, µM (highest dose often 114 µM), for the others: top-dose activity change, negative = inhibition, most hits filed as inhibitors | AID 485294 | hit rate 0.041% among 370,000;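 further: potency means the concentration at half of the fitted maximal effect; 0% = no-compound wells and -100% = no-enzyme wells; nearly all actives have a fitted effect of over 25% in size; some results filed as inactive show a strong effect at the top dose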
Target sequence (P00811 whole entry, looked up): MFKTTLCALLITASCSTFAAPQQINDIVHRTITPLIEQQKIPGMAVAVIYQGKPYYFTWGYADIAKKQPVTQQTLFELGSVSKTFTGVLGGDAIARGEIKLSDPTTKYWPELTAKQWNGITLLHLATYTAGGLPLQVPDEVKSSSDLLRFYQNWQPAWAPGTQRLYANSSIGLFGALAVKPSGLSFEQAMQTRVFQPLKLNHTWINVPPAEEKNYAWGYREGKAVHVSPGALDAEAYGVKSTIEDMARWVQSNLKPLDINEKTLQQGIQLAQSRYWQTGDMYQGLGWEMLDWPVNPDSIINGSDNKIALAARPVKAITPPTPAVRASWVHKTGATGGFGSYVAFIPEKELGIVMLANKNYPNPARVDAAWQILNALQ
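AmpC (5.3 nM in the dispensed reagent) in 20 mM phosphate pH 7.0 with 0.01% (detergent screen) or 0.0001% Triton X-100 was preincubated with compounds for 15 min at room temperature. Nitrocefin was then added from an 800 uM solution, and hydrolysis was followed at 480 nm.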
AmpC inh no detg = blocks E. coli AmpC beta-lactamase in detergent-free assay; hit rate 0.52% among 330,000; AmpC nitrocefin hydrolysis, absorbance 480 nm, 0.0001% Triton; P00811; AID 485341; Potency, µM (titrated, usually from 57.1 µM), without a hit: at the top dose activity change, negative = inhibition, actives largely listed as inhibitors;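 further: potency means the concentration at half of the fitted maximal effect; plate controls were no compound for no effect and no enzyme for full effect; nearly all actives have a fitted effect of over 20% in size; some results filed as inactive show a strong effect at the top dose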
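AmpC (5.3 nM in the dispensed reagent) in 20 mM phosphate pH 7.0 with 0.01% (detergent screen) or 0.0001% Triton X-100 was preincubated with compounds for 15 min at room temperature. Nitrocefin was then added from an 800 uM solution, and hydrolysis was followed at 480 nm.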
HCMV inh = inhibitors of human cytomegalovirus; HFF cells, HCMV-luciferase reporter, 72 h; active compounds read low; hit rate 4.5% among 410,000; activity change, negative = inhibition, % at 57.5 µM; in the data active means activity change below about -60%; inconclusive means no clear call, values can overlap the other calls; inactive means above about -39%; further: on the % scale 0 is the no-effect control and ±100 the full control effect
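Steps: HFFs plated, 16 h 37C; compounds added; HCMV-luciferase added to MOI 1 PFU/cell; 72 h 37C; OneGlo reagent, 5 min room temperature; luminescence read, normalized to controls.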
AMA1-RON2 inh = inhibitors of Plasmodium falciparum AMA1-RON2 interaction; AlphaScreen AMA1-biotinylated RON2 peptide binding; Potency, µM (top dose mostly 58.2 µM), without a hit: at the top dose activity change, negative = inhibition, most hits filed as inhibitors; hit rate 0.2% among 360,000;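 further: potency means the concentration at half of the fitted maximal effect; 0% = vehicle wells and -100% = peptide control; nearly all actives have a fitted effect of over 45% in size; some results filed as inactive show a strong effect at the top dose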
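AMA1 (3D7) with his tag at 25 nM final met compounds first, then biotinylated RON2 peptide at 25 nM; detection used donor plus acceptor beads, 10 µg/mL apiece, read by AlphaScreen after 30 min at room temperature.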
Giardia FBPA inh = blocks Giardia fructose-bisphosphate aldolase activity; Potency, µM (top dose mostly 59.6 µM), for the others: top-dose activity, negative = inhibition, usual class: inhibitors; purified Giardia FBPA; hit rate 0.71% among 290,000; AID 2451; A8B2U2; further: potency means the concentration at half of the fitted maximal effect; on the % scale 0 is the no-effect control and ±100 the full control effect; nearly all actives have a fitted effect of over 55% in size
Target sequence (A8B2U2 whole entry, looked up): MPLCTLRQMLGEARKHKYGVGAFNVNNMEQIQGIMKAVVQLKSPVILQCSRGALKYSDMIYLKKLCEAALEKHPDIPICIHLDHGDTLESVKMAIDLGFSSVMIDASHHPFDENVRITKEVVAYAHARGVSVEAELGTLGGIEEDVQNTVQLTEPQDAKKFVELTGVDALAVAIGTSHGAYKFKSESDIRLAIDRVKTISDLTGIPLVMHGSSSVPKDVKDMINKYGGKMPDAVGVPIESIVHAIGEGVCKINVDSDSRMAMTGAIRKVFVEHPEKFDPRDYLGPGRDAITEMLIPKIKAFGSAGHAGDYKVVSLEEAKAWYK
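40 nM FBPA preincubated 10 min at RT with compound (up to 57.5 uM final), then substrate plus GAPDH/TPI/NAD/arsenate coupling and diaphorase/resazurin added. Fluorescence read after 20 min at RT, 525/598 nm.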
* hit, by the source's call; ? = inconclusive; . = no result given; [ ] = remark or other dose. Unless noted, the call rests on the fitted dose curve; in most records, active means well fitted curve in the direction sought with a large enough effect; inconclusive means small, poorly fitted or top-dose-only effect, or another doubt; inactive means no such curve, though single readings can be large; an effect the other way counts as inactive or inconclusive.

SMILES | CHX counter | Shiga inhibitor | AmpC inh detg | AmpC inh no detg | HCMV inh | AMA1-RON2 inh | Giardia FBPA inh
CCOC(=O)N1CCN(C(=O)CCSCCc2ccncc2)CC1 | 2 | -16 | 1% | -6% | -1 | -7% | 4%
CN(C(=O)CSc1nc2cc([N+](=O)[O-])ccc2n1-c1ccc(F)cc1)C1CCS(=O)(=O)C1 (stereo not drawn) | -1 | 1 | -15% | 21% | -30 | 1% | -4%
COc1ccc2c(c1)CCc1c(C(=O)Nc3ccn(Cc4ccc(C)cc4)n3)noc1-2 | -3 | 23 | ? | -14% | -7 | 4% | 10%
N#C/C(=C/c1ccc(N2CCOCC2)o1)c1ccc(Cl)cc1 | 36* | 37 | 2% | 36% | 82 | -22% | ?
COc1ccc(CC(=O)Nc2ccc(C(C)=O)cc2)cc1 | 28* | 45 | -6% | -35% | 13 | 5% | -6%
O=C(NCC(c1ccco1)N1CCN(c2ccccc2F)CC1)C(=O)NC1CC1 (stereo not drawn) | . | . | -13% | -6% | -16 | 0% | .
COc1ccccc1/C=C1\SC(=S)N(CCC(=O)N2CCN(C)CC2)C1=O | 0 | -5 | 3% | 68%[activator] | ? | ? | -7%
COc1ccc(CN2CCN(C(C)C(=O)N(C)Cc3cccc(F)c3)CC2)cc1OC (stereo not drawn) | 3 | -2 | -4% | 46% | -102* | ? | 16µM*
Cc1sc2ccc3sccc3c2[n+]1C | -2 | -9 | -9% | 82%[activator] | 10 | 9% | -15%
CCN(CC)S(=O)(=O)c1ccc(NC(=O)COc2c(OC)cccc2OC)cc1 | -3 | -8 | 2% | 0% | -7 | 0% | -2%
O=C(c1ccc(N2C(=O)C3C4c5ccccc5C(c5ccccc54)C3C2=O)cc1)N1CCOCC1 (stereo not drawn) | -4 | 11 | ? | 145%[activator] | -2 | 8%[11.6 µM] | 12%
Cc1ccc(C)c(N2CCN(S(=O)(=O)c3ccc4[nH]c(=O)c(=O)[nH]c4c3)CC2)c1 | -4 | -9 | -6% | -36% | 73 | 0% | 14%
Cc1cccc(C)c1OCC(=O)N/N=C/c1cccnc1 | -3 | -7 | -11% | -1% | 5 | -7% | -2%
COc1cccc(NC(=O)C(=O)c2cn(CC(=O)N3CCCC3)c3ccccc23)c1 | 17* | 29* | -5% | 85%[activator] | 49 | -11% | .
C[n+]1ccccc1/C=C/c1cc(Br)ccc1O | -2 | 3 | -2% | -1% | -23 | -4% | 5%
C(=N\N1CCN(Cc2ccccc2)CC1)/c1ccc(-c2ccccc2)cc1 | 1 | -3 | -8% | -13%[2.29 µM] | ? | 22% | 1%
c1ccc2[nH]c(-c3nc4ccccc4[nH]3)nc2c1 | 34* | 107* | 2% | -29% | 13 | 51%[activator] | 18%
COc1ccc2cc(C(=O)/C=C/c3cc(OC)c(O)c(OC)c3)ccc2c1 | 16 | 39 | 10% | 14% | -33 | -8% | .
CC1CCN(C2CCN(C(=O)c3ccccc3F)CC2)CC1 | -3 | -4 | 0% | -8% | -38 | 9% | ?
COc1ccc2nc(C)cc(SCC(=O)NNC(=O)COc3ccccc3)c2c1 | 0 | -13 | -11% | -12% | ? | 51%[activator] | 3%
CCCCN1C(=O)c2ccc(C(=O)NC3=NCCS3)cc2C1=O | 20* | 34 | -1% | 1% | -9 | 24% | 9%
Cc1ccc(Nc2nnc(C)c(=O)[nH]2)cc1 | 8 | -2 | 0% | -7%[11.4 µM] | -28 | 6% | -6%
Cc1cc(C)n(C(=O)c2ccc(Cn3nc(C)c(Br)c3C)o2)n1 | 3 | 2 | -6% | 0% | -25 | -9% | 6%
CC(C)Oc1ccc(OCCSc2nc3ccccc3n2CC(=O)O)cc1 | -2 | . | ? | -27% | 27 | 0% | 0%
CCCCn1c(N)c(N(CC(C)C)C(=O)c2cccc(S(=O)(=O)N3CC(C)OC(C)C3)c2)c(=O)[nH]c1=O (stereo not drawn) | . | . | -11% | -10% | 1 | 6% | .

The closing four records of the section before come first, to join the parts:
SMILES | CHX counter | Shiga inhibitor | AmpC inh detg | AmpC inh no detg | HCMV inh | AMA1-RON2 inh | Giardia FBPA inh
Cc1ccc(Nc2nnc(C)c(=O)[nH]2)cc1 | 8 | -2 | 0% | -7%[11.4 µM] | -28 | 6% | -6%
Cc1cc(C)n(C(=O)c2ccc(Cn3nc(C)c(Br)c3C)o2)n1 | 3 | 2 | -6% | 0% | -25 | -9% | 6%
CC(C)Oc1ccc(OCCSc2nc3ccccc3n2CC(=O)O)cc1 | -2 | . | ? | -27% | 27 | 0% | 0%
CCCCn1c(N)c(N(CC(C)C)C(=O)c2cccc(S(=O)(=O)N3CC(C)OC(C)C3)c2)c(=O)[nH]c1=O (stereo not drawn) | . | . | -11% | -10% | 1 | 6% | .
COc1cc(C(=O)Nc2ccccc2SCc2cc(=O)n3nc(C)sc3n2)cc(OC)c1OC | 8 | -8 | -1% | 75%[activator] | -30 | -11% | 3%
COC(=O)C1C(=O)CC(C)(O)C(C(=O)OC)C1/C=C/c1ccccc1 (stereo not drawn) | -5 | -6 | 1% | -7% | -11 | 3% | 4%
O=C(CCc1nnc2n(Cc3ccccc3Cl)c(=O)c3ccccc3n12)NCCCN1CCOCC1 | 1 | -8 | -10% | 62%[activator] | -20 | 2% | .
CCCC(=O)NC(c1ccc2c(c1)OCO2)c1cc(Cl)c2cccnc2c1O (stereo not drawn) | 2 | -5 | ? | -20% | . | 33%[activator] | ?
O=C(NC1CCCC1)c1cccc2c1C(=O)c1ccc(Cl)cc1S2(=O)=O | . | . | -3% | -21% | 24 | -4% | .
Cn1c(=O)[nH]c(=O)c2c1nc(SCCO)n2CC(O)COc1ccccc1 (stereo not drawn) | 5 | -8 | -4% | -19% | -23 | -6% | -5%
N/C(CCS(=O)(=O)c1ccc(Cl)cc1)=N\OC(=O)c1ccccc1C(F)(F)F | 2 | -4 | ? | -1% | -11 | -8% | -1%
CCCCNC(=O)CO/N=C(\C)c1cc2ccccc2o1 | 54* | 77* | -9% | 5% | 18 | 4% | 27%
Cc1cc(OCC(=O)Nc2ccccc2C)no1 | . | . | -8% | -14% | ? | -4% | .
CC1CC(C)CN(C(=O)c2ccc3c(=O)n(Cc4ccc5c(c4)OCO5)c(=S)[nH]c3c2)C1 (stereo not drawn) | -2 | -13 | -14% | -17% | -81* | 56%[activator] | 18%
Cc1cc(Cn2nc(C(=O)NCc3cccc(C(F)(F)F)c3)cc2-c2ccccc2)on1 | . | . | -12% | -6% | 25 | 9% | .
N#CC1=C(C=Nc2ccccc2O)CCC1 | -3 | -5 | -7% | -11% | -3 | 1% | ?
O=C(c1cc2c(s1)CCCCCC2)N1CCC2(CC1)OCCO2 | -1 | -5 | -12% | 34% | 57 | -8% | -3%
O=C(C[n+]1ccn(CCCNP2(=O)C=C(c3ccccc3)OC(c3ccccc3)=C2)c1)c1ccccc1 | 4 | -17 | 7% | 148%[activator] | ? | 0% | 2%
O=C(CSc1ncn[nH]1)Nc1ccc2c(c1)CCC2 | 20* | -14 | -6% | -29% | -7 | -8% | 0%
Cc1ccc(CNC(=S)Nc2ccc(NS(=O)(=O)c3ccc(C)cc3)cc2)cc1 | 0 | -6 | 0% | 2.2µM* | -4 | -9% | .
CCOC(=O)c1c(S(=O)(=O)Nc2cccc(Cl)c2)c(C)n(C)c1C | 5 | -11 | -10% | -18% | 9 | -4% | 25%
CCC(Sc1nc(=O)cc(N)n1-c1cccc(C)c1)C(=O)Nc1cc(C)on1 (stereo not drawn) | -3 | -5 | 0% | -5% | 1 | 3% | -11%
CC(=O)c1c(C)[nH]c(C(=O)OCC(=O)N2CCCC2=O)c1C | . | . | 7% | -4% | 66 | -2% | .
COc1cc(C#N)ccc1OC(=O)c1cccc(S(=O)(=O)N2CCN(C)CC2)c1 | . | . | 0% | 19% | 8 | -7% | .
COc1ccccc1C(=O)NCC(=O)N/N=C/c1ccc2c(c1)OCO2 | 0 | 26 | ? | ? | 7 | 7% | -6%
O=C(O)Cc1ccc(NC(=O)Nc2ccc(Br)cc2)cc1 | 9 | 25 | -3% | -20% | -32 | 12% | 1%
COc1cc2cc[n+](Cc3ccc([N+](=O)[O-])cc3)cc2cc1OC | -5 | 4 | -8% | -25% | -13 | 1% | -1%
O=C(NCC1CCCO1)c1ccc(Oc2ccc([N+](=O)[O-])cc2Cl)cc1 (stereo not drawn) | 2 | 15 | 6% | 52% | 0 | 5% | 1%
CCOc1cc(/C=C(\C#N)C(=O)Nc2cccc(C(=O)O)c2)ccc1OCc1ccccc1Cl | 10 | 16 | -8% | -24% | -12 | 1% | -2%

One compound at a time, from the list above. Screens in order: CHX counter, Shiga inhibitor, AmpC inh detg, AmpC inh no detg, HCMV inh, AMA1-RON2 inh, Giardia FBPA inh
O=C(NC1CCCC1)c1cccc2c1C(=O)c1ccc(Cl)cc1S2(=O)=O as listed: ., ., -3%, -21%, 24, -4%, .
CC1CC(C)CN(C(=O)c2ccc3c(=O)n(Cc4ccc5c(c4)OCO5)c(=S)[nH]c3c2)C1 (stereo not drawn) as listed: -2, -13, -14%, -17%, -81*, 56%[activator], 18%
CCCC(=O)NC(c1ccc2c(c1)OCO2)c1cc(Cl)c2cccnc2c1O (stereo not drawn) as listed: 2, -5, ?, -20%, ., 33%[activator], ?

Next section
SMILES | CHX counter | Shiga inhibitor | AmpC inh detg | AmpC inh no detg | HCMV inh | AMA1-RON2 inh | Giardia FBPA inh
COc1ccc(-c2noc3c2-c2nc(-c4ccc(Cl)cc4)sc2CC3)cc1 | 7 | 9 | -13% | 2% | -36 | 0% | -23%
O=C(OCC(=O)N1CCCC1)c1ccc(OC(F)(F)F)cc1 | 22* | 70 | 4% | -1% | -31 | -1% | 0%
CC1CC(C)CN(CCCNC(=O)CN2C(=O)CSc3ccc(S(=O)(=O)N4CCOCC4)cc32)C1 (stereo not drawn) | -2 | -9 | -3% | 101% | ? | -5% | -4%
Cc1ccc(OCC(=O)N(C)C2CCCCC2)c([N+](=O)[O-])n1 | . | . | . | -1% | -16 | 27% | .
COc1cccc(-c2c(C#N)c(N)nc3c2c(C)nn3-c2ccccc2)c1O | -3 | 3 | 2% | -18% | 5 | 14% | -20%
CCN(C(=O)c1ccc(=O)[nH]c1)c1c(N)n(Cc2ccccc2)c(=O)[nH]c1=O | . | . | 5% | 1% | -40 | 4% | .
